# RORg inh – ROR gamma (mouse) transcription inhibition; P51450; Drosophila S2 Gal4-RORgamma UAS-luciferase reporter, 20 h; Potency, µM (titrated, usually from 53.6 µM), for inactives: at the highest dose activity change, negative = inhibition, usual class: inhibitors; hit rate 5.4% among 310,000; AID 2551; further: potency means the concentration at half of the fitted maximal effect; on the % scale 0 is the no-effect control and ±100 the full control effect; nearly all actives have a fitted effect of over 60% in size
#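 A Gal4/UAS one-hybrid system in insect cells: metallothionein-promoter Gal4–ROR gamma fusion plus Photinus luciferase reporter. Copper sulfate 700 uM final, 20 hr ambient incubation, luminescent detection after 10 min with reagent.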
# MBNL1 CUG block – blocks human MBNL1 binding to CUG repeat RNA | Q9NR56 | TR-FRET MBNL1-His/biotin-(CUG)12 binding, 665/545 ratio | Potency, µM (top dose mostly 57.5 µM), inactives show at the top dose activity change, negative = inhibition, actives largely listed as inhibitors | hit rate 0.036% among 280,000 | AID 2675; active means well fitted inhibition curve with a large enough effect in the signal ratio, with a control signal flat, not every such curve was filed as active; inconclusive means small, poorly fitted or top-dose-only effect, or effect the other way, or a change in a side signal; inactive means no such curve, though single readings can be large or run the other way; the % refers to the signal ratio; further: potency means the concentration at half of the fitted maximal effect; on the % scale 0 is the no-effect control and ±100 the full control effect
#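 TR-FRET readout: Ex 340 nm, 665/545 nm emission ratio, normalized to buffer-only (basal) and MBNL1-(CUG)12 controls. Complex of MBNL1-His with Biotin-(CUG)12, compounds 92 nM–58 uM, incubated 60 min at room temperature.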
# Rab9 prom act – activators of Rab9 promoter | Potency, µM (doses to about 9.22 µM), without a hit: at the highest dose activation, negative = inhibition, hits mostly activators | hit rate 2.8% among 320,000 | Huh7 Rab9 promoter-luciferase reporter, luminescence, 24 h; further: potency means the concentration at half of the fitted maximal effect; % of control where 0% means no effect; nearly all actives have a fitted effect of over 60% in size
#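 Using Huh7 cells stably transfected with Rab9 promoter–luciferase, compounds were incubated 24 h at 37 °C, 5% CO2; luciferase luminescence was read 10 min after reagent addition.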
# Menin MLL FP TR – inhibitors of human menin-MLL interaction, mutant MLL peptide; O00255; Menin + Texas Red MLL mutant peptide, fluorescence polarization; Potency, µM (series often up to 61.6 µM), without a hit: top-dose FP activity change, negative = inhibition, usual class: inhibitors; hit rate 0.23% among 270,000; AID 1768; active means well fitted inhibition curve with a large enough effect in the polarisation, with a control signal flat, not every such curve was filed as active; inconclusive means small, poorly fitted or top-dose-only effect, or effect the other way, or a change in a side signal; inactive means no such curve, though single readings can be large or run the other way; the % refers to the polarisation; further: potency means the concentration at half of the fitted maximal effect; % of control where 0% means no effect; many of its hits are not listed in these tables
# Target sequence (O00255 whole entry, looked up): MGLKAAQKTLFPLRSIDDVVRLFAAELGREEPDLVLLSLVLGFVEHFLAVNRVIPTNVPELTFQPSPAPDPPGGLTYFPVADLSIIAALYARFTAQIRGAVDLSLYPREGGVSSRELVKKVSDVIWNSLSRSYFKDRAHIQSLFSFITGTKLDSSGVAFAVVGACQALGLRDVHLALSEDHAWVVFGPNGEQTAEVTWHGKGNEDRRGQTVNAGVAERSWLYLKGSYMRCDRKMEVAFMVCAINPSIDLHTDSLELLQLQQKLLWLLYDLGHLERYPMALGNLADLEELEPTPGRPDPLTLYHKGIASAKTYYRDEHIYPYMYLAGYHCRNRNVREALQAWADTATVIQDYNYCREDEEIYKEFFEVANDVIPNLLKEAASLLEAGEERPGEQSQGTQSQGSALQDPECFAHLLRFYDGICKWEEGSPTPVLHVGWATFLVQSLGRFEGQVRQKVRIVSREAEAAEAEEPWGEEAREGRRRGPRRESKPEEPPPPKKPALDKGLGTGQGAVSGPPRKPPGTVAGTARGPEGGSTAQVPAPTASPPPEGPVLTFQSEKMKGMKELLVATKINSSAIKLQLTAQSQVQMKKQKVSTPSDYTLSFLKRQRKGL
# Mito fusion yeast – inhibitors of mitochondrial division or activators of mitochondrial fusion; S. cerevisiae fusion-defective mutant growth rescue, CellTiterGlo 48 h; Potency, µM (doses to about 46.1 µM), for the others: top-dose growth rescue (activation), most hits filed as activators; hit rate 0.23% among 320,000; AID 485298;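 further: potency means the concentration at half of the fitted maximal effect; % of control where 0% means no effect; nearly all actives have a fitted effect of over 45% in size; temperature-sensitive fusion mutants such as fzo1-1 at 37 °C on non-fermentable ethanol glycerol medium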
#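 Growth-rescue viability read-out: after 48 h at the non-permissive 37C in glycerol/ethanol YPEG, yeast mitochondrial fusion mutants are measured by CellTiterGlo luminescence; compounds (23 nl pinned per well) restoring growth score as division inhibitors or fusion activators.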
# NPC1 prom act – activators of NPC1 promoter; hit rate 2.4% among 320,000; Huh7 NPC1 promoter luciferase reporter, 24 h; Potency, µM (series often up to 9.22 µM), inactives show at the top dose activation, usual class: activators;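 further: potency means the concentration at half of the fitted maximal effect; % of control where 0% means no effect; nearly all actives have a fitted effect of over 60% in size; reporter is driven by a mutant NPC1 promoter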
#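 Quantitative HTS used a cell-based reporter: Huh7 cells stably bearing the NPC1 promoter upstream of luciferase were treated with compounds for 24 h, and promoter activation was read as luminescence.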
# FLuc modulator – inhibits or activates purified firefly luciferase, miR-21 counter-screen; purified FLuc, Km substrates, luminescence inhibition; Potency, µM (series often up to 57.5 µM), without a hit: at the highest dose activity change, negative = inhibition, most hits filed as inhibitors; AID 588342; hit rate 6.9% among 360,000;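 further: potency means the concentration at half of the fitted maximal effect; plate controls were vehicle for no effect and reference inhibitor for full effect; nearly all actives have a fitted effect of over 55% in size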
#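 Purified P. pyralis luciferase, 10 nM final, with Km-level 10 uM D-luciferin and 10 uM ATP in 50 mM Tris acetate pH 7.5, 10 mM Mg acetate, 0.01% Tween-20, 0.05% BSA; 6-point qHTS titration about 60 µM downward; luminescence read.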
# PKM2 activator – activators of human pyruvate kinase M2; P14618; purified PKM2, Kinase-Glo ATP luminescence, activation; response scale: 0% is enzyme alone, no compound; Potency, µM (series often up to 57.5 µM), without a hit: top-dose activation, actives largely listed as activators; hit rate 0.34% among 260,000; AID 1631; further: potency means the concentration at half of the fitted maximal effect; on the % scale 0 is the no-effect control and ±100 the full control effect; nearly all actives have a fitted effect of over 55% in size
# Target sequence (P14618 whole entry, looked up): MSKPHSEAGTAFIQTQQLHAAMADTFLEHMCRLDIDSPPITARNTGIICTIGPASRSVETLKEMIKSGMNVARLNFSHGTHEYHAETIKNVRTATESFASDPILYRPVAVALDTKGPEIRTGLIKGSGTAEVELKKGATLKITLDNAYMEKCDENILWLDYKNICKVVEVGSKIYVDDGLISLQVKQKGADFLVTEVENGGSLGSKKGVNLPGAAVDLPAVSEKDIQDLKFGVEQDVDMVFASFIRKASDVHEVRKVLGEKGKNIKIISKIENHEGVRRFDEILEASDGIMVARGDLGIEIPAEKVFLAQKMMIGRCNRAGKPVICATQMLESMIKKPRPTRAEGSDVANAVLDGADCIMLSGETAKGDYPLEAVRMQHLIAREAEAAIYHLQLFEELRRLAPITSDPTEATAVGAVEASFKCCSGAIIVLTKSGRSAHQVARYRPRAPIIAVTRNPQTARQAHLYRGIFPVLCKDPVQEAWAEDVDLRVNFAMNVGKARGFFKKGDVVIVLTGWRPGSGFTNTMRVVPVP
#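 Purified hPK-M2 (>95% pure) converted ADP (0.1 mM final) to ATP with 0.5 mM PEP in 50 mM imidazole pH7.2, KCl, MgCl2, Tween 20, BSA; 1 h at room temperature. ATP detected by Kinase-Glo luminescence.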
# VP16 counter – counter-screen for ROR gamma inhibitors: Gal4-VP16 reporter; Drosophila S2 Gal4-VP16 UAS-luciferase, luminescence, 20 h; Potency, µM (top dose mostly 53.6 µM), for the others: at the highest dose activity, negative = inhibition, actives largely listed as inhibitors; hit rate 3.5% among 310,000;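 further: Gal4-VP16 expression switched on by copper sulfate through the metallothionein promoter; potency means the concentration at half of the fitted maximal effect; on the % scale 0 is the no-effect control and ±100 the full control effect; nearly all actives have a fitted effect of over 50% in size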
# KCNH2 3.1 inh – inhibitors of human KCNH2 3.1 potassium channel isoform | activity change, % (tested at about 1.8 µM) | hit rate 0.95% among 340,000 | U2OS KCNH2 3.1, thallium flux FluxOr; hits give low values | AID 720553;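 active means maximum activity change below -70%; inconclusive means maximum activity change from -70% to -50%; inactive means maximum activity change above -50%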;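 further: thallium influx rate constant from kinetic fluorescence after stimulation buffer; on the % scale 0 is the no-effect control and ±100 the full control effect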
#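 Thallium flux via FluxOr fluorescence (Red40 quencher, 45 min loading) in U2OS cells virally expressing the KCNH2 3.1 isoform (1.77 x 10^8 /mL virus, overnight at 37 C). Rate constants from 2-min kinetic reads post-stimulation, normalised to positive and negative controls.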
# ELG1 repair inh – ELG1-dependent DNA repair inhibition. HEK293T ELG1-luciferase reporter, luminescence, 16 h; DNA damage induced by 5-fluorouridine. Potency, µM (top dose mostly 46.1 µM), inactives show at the highest dose activity change, negative = inhibition, most hits filed as inhibitors. hit rate 2.3% among 330,000; further: potency means the concentration at half of the fitted maximal effect; on the % scale 0 is the no-effect control and ±100 the full control effect; nearly all actives have a fitted effect of over 55% in size
#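 HEK293T cells expressing luciferase-tagged ELG1 (2,000/well) received 5-Fluorouridine plus compound or DMSO for 16 hr at 37 °C. Luciferase was read by ONE-Glo luminescence after 30 min at room temperature.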
# Active calls of the source: *; ? = inconclusive; · = not tested or not shown; [ ] = remark or other dose. Unless noted, the call rests on the fitted dose curve; in most records, active means well fitted curve in the direction sought with a large enough effect; inconclusive means small, poorly fitted or top-dose-only effect, or another doubt; inactive means no such curve, though single readings can be large; an effect the other way counts as inactive or inconclusive. These rows are one share of the data. The share of hits here may be higher or lower than overall.
no.	SMILES	MBNL1 CUG block	FLuc modulator	NPC1 prom act	PKM2 activator	VP16 counter	Mito fusion yeast	RORg inh	ELG1 repair inh	Rab9 prom act	Menin MLL FP TR	KCNH2 3.1 inh
1	C=CCNCc1cccn1-c1ccccc1	7%	3%	0%	-5%	1%	-4%	-5%	15%	0%	0%	1
2	CCc1nnc(NC(=O)CN2CCN(Cc3ccc(C)cc3)CC2)s1	-29%	2%	-4%	-4%	-2%	0%	-14%	1%	0%	-5%	-31
3	c1c2c(cc3sc(N4CCOCC4)nc13)OCCO2	1%	0.95µM*	0.4µM*	-66%	4.5µM*	-8%	3.5µM*	?	0.5µM*	2%	7
4	O=C(CCCn1c(=S)[nH]c2ccc(Br)cc2c1=O)NCC1CCCO1 (centres undefined)	-8%	3%	1%	1%	-1%	-2%	0%	-1%	9%	·	2
5	CC(=O)C1=C(O)C(=O)N(CCCn2ccnc2)C1c1ccc(C)cc1 (centres undefined)	4%	-1%	9%	-2%	-4%	3%	-2%	1%	4%	-21%	1
6	CCCCNC(=S)NNC(=O)c1csc(CC)c1	2%	-14%	0%	10%	?	-4%	?	18%	23%	18%	-1
7	COc1ccc(-n2c(Cc3cccn3C)nnc2SCC(=O)Nc2nccs2)cc1	7%	3%	1%	-1%	-1%	-3%	36%	-14%	1%	-11%	-27
8	O=C(Cc1ccccc1)NCC(=O)N1CCC1	-3%	-2%	-3%	-3%	-7%	19%	-5%	14%	1%	-6%	-31
9	O=C(NNc1cccc(Cl)n1)Nc1ccccc1Cl	-3%	2%	-3%	-2%	0%	0%	10%	2%	-3%	-2%	-5
10	c1ccc(Cn2nnc3c(NCc4ccc5c(c4)OCO5)nc(C4CC4)nc32)cc1	-3%	4%	0%	-10%	4%	-4%	-17%	4%	-4%	-13%	-8
11	CN(C)C(=O)c1cc(C(=O)c2ccccc2F)c[nH]1	-3%	?	20%	·	2%	13%	16%	?	16%	-25%	6
12	COc1ccc(Cl)cc1N1C(=O)C2CCCN2C1c1cccc(F)c1 (centres undefined)	7%	0%	-1%	-1%	-6%	-2%	4%	1%	1%	6%	0
13	COc1ccccc1CC(=O)N1CCN(c2ccccc2)CC1	7%	5%	-2%	3%	-1%	0%	11%	-2%	-4%	?	1
14	CC1(c2ccc(OC(F)F)cc2)NC(=O)N(CC(=O)NCCC2=CCCCC2)C1=O (centres undefined)	·	8%	-3%	·	·	4%	·	-6%	2%	·	2
15	O=C(COC(=O)CNC(=O)c1ccc(Cl)cc1Cl)Nc1cccc(S(=O)(=O)N2CCCC2)c1	·	-2%	-4%	·	·	-2%	·	-10%	0%	·	-5
16	O=C(NCC1CCCN(Cc2ccc3nonc3c2)C1)c1cccc(C(F)(F)F)c1 (centres undefined)	-11%	-3%	-7%	-2%	-18%	1%	10%	5%	-2%	17%	-1
17	CCC1CCCCN1C(=O)c1cccc(S(=O)(=O)Nc2cc(C(F)(F)F)ccc2Cl)c1 (centres undefined)	-13%	3%	-6%	4%	-16%	15%	23%	-5%	-6%	2%	-12
18	CCOC(=O)c1ccc(NC(=S)N(Cc2cccnc2)Cc2ccco2)cc1	-5%	-5%	-8%	3%	-3%	-2%	-2%	-17%	20%	10%	-10
19	Cn1cc(S(=O)(=O)N2CCN(c3ccccc3)CC2)c(=O)n(C)c1=O	4%	7%	-1%	0%	-5%	1%	24%	16%	-1%	7%	-9
20	CC12CCC(=O)N1C(C(=O)NNC(=O)c1cccc(Cl)c1)CS2 (centres undefined)	·	-1%	-1%	·	·	-9%	·	15%	-10%	·	-1
21	COc1cc(NC(=S)NC(=O)c2ccccc2C)ccc1NC(=O)c1cccs1	7%	-1%	0%	0%	8.9µM*	13%	2.5µM*	13µM*	-4%	-11%	-42
22	CC1=CC(C)(C)n2c(O)c(N=N)c3c(C)c(C)cc1c32	-2%	0%	-5%	-3%	-6%	0%	-4%	3%	-1%	·	5
23	C=CCc1cccc(CNc2c(C)n(C)n(-c3ccccc3)c2=O)c1O	-7%	2%	5%	-4%	-3%	10%	20%	-27%	-7%	?	-1
24	Cc1ccc(CS(=O)Cc2ccc(C(=O)N3CCN(c4ccccn4)CC3)o2)cc1 (centres undefined)	-4%	0%	1%	·	0%	1%	13%	-19%	-5%	·	5
25	Oc1cccc2ccc(N3CCOCC3)nc12	-1%	-15%	16%	·	3%	0%	4%	?	8%	0%	22
26	CC(C)C(O)(CC#CCN1CCCC1)c1ccccc1 (centres undefined)	-10%	-3%	-2%	-10%	7%	-5%	-15%	-12%	12%	-2%	11
27	COc1cc2cc(C(=O)N3CCc4ccccc4C3)[nH]c2cc1OC	3%	-1%	1%	·	-2%	4%	-16%	11%	-1%	·	9
28	CC(OC(=O)CNS(=O)(=O)c1ccc2ccccc2c1)C(=O)N(C)c1ccccc1 (centres undefined)	6%	0%	-5%	0%	-1%	1%	6%	0%	-1%	-22%	8
29	COc1ccc(S(=O)(=O)N2CCC(C(=O)NCc3ccccc3)CC2)cc1OC	-13%	0%	-5%	-2%	9%	1%	10%	-4%	-5%	9%	-2
30	Cc1ccc(N(CC(=O)Nc2ccc(C)cc2C)S(=O)(=O)N2CCCC2)cc1	-1%	1%	-1%	-2%	4%	1%	16%	-6%	0%	-6%	-13
31	COc1cccc(C(=O)COC(=O)c2cccs2)c1	-3%	0.48µM*	?	-20%	?	2%	17%	?	5%	·	12
32	Cc1ccc(CNC(=O)CCNC(=O)c2ccco2)cc1	-11%	-20%	8%	4%	24%	-3%	33%	?	17%	-22%	-4
33	CCC(C)Nc1nc(-c2c[nH]c3ccccc23)cs1 (centres undefined)	13%	13µM*	16%	-11%	?	-7%	-35%	?	22%	-7%	9
34	CC(=O)Nc1ccc(NC(=O)C(C)OC(=O)CNS(=O)(=O)c2ccc(Br)cc2Cl)cc1 (centres undefined)	-3%	2%	-4%	1%	4%	-2%	5%	0%	-2%	·	·
35	CCOc1ccc(C(=O)/C=C/c2cc(OC)c(OC)c(OC)c2)cc1	1%	?	-7%	1%	0%	-6%	?	?	-15%	12%	-3
36	CCCCc1ccc(NC(=S)NCc2cccs2)cc1	3%	?	8%	11%	?	-10%	2.2µM*	4%	2%	19%	-10
37	CC(C)N(Cc1nccn1C)C(=O)c1cc(COc2ccc(F)cc2Cl)on1	-2%	3%	-3%	-2%	5%	-5%	-8%	-1%	13%	0%	-5
38	CCNS(=O)(=O)c1ccc(C(=O)OCc2cc(=O)oc3cc(OC)ccc23)cc1	17%	4%	-1%	-1%	4%	-1%	19%	3%	-3%	?	-3
39	COc1ccc(C(=O)CSc2n[nH]c(N)n2)cc1	-6%	-16%	7%	-7%	17%	3%	20%	11%	7%	·	-9
40	Cc1ccccc1Nc1nnc(SCc2cc(=O)n3ccsc3n2)s1	86%[activator]	-10%	-1%	-16%	-15%	1%	0%	?	-2%	?	15
41	Cc1c(NC(=O)CN2C(=O)C(=O)N(Cc3ccccc3)C2=O)c(=O)n(-c2ccccc2)n1C	2%	1%	-3%	1%	-1%	-3%	-6%	-9%	5%	·	4
42	CC(NC(=O)CN1CCN(CC(=O)Nc2ccccc2Cl)CC1)c1ccc(Br)cc1 (centres undefined)	·	·	0%	·	·	-4%	·	-23%	0%	·	-4
43	COc1cc(C(=O)NC(c2ccccc2)c2ccccc2)cc(OC)c1C	3%	-2%	-1%	-1%	-24%	12%	-6%	-4%	0%	-21%	-8
44	CC(C)Nc1nc(Oc2ccc(=O)n(-c3ccccc3)n2)nc(N(C)C)n1	13%	7%	2%	2%	5%	-8%	27%	0%	1%	·	1
45	CCc1c(O)nc(N2CCN(Cc3ccccc3)CC2)[nH]c1=O	-8%	0%	5%	7%	8%	-1%	0%	2%	2%	-17%	2
46	CC(=N\O)/C(CN(C)C)=N/O	-4%	2%	·	24%	10%	6%	1%	·	·	?	-10
47	Cc1c([N+](=O)[O-])c2ccc(O)cc2n1-c1ccccc1	·	2%	3%	4%	-9%	3%	0%	4.6µM*	2%	·	15

# Bioassay records deposited in PubChem by National Center for Advancing Translational Sciences (NCATS).
